GPR151 ag: activators of human GPR151; PathHunter beta-arrestin GPR151 cells, luminescence; activation, % at 11.2 µM; 650,000 compounds, 1% hits; in the data active = activation above about 4.9%;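 also: 0% = median of compound wells and 100% = cells with positive control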
Target sequence (Q8TDV0 whole entry, looked up): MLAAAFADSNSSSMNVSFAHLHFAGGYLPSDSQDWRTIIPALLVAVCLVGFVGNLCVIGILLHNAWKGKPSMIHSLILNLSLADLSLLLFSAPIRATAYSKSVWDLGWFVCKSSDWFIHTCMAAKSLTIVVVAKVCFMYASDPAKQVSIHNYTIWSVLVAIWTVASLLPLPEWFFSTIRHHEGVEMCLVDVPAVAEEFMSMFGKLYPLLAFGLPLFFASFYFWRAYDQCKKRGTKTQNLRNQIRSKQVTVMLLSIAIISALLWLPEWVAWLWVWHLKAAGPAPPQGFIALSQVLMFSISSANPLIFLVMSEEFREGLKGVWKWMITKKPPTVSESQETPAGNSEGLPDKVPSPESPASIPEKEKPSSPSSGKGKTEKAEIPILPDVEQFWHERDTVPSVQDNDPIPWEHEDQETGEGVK
TEAD-YAP block: TEAD-YAP interaction inhibition | HEK-TIYL cells, TEAD-Gal4/YAP UAS-luciferase luminescence | inhibition, % at 9.12 µM | 640,000 compounds, 1.4% hits | AID 1259422; in the data active = inhibition above about 32%;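 also: 0% = median of test compound wells and 100% = reference inhibitor wells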
MITF primary: blocks human microphthalmia-associated transcription factor. O75030. AlphaScreen MITF homodimerization, bead proximity signal. 650,000 compounds, 0.91% hits. inhibition, % at 2.6 µM; in the data active = inhibition above about 50%;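 also: 0% = vehicle wells with protein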
Target sequence (O75030 whole entry, looked up): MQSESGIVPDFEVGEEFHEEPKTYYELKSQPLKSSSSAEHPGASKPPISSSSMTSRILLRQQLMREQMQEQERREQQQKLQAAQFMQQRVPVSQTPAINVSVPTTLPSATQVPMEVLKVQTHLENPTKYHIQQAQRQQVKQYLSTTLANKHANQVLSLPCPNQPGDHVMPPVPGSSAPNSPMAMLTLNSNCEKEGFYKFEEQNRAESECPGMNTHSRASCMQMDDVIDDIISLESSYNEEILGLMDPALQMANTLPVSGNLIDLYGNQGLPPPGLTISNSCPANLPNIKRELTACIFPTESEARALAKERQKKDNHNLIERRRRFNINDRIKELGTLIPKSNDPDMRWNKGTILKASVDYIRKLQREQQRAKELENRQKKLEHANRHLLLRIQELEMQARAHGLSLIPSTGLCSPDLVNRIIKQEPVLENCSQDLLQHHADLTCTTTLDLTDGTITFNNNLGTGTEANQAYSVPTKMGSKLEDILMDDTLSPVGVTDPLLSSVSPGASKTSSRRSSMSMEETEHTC
FBW7 act: human FBW7 E3 ligase activation, primary screen; Q969H0; AlphaScreen FBW7–phospho-cyclin E peptide binding, activator screen; normalized activity (activation), % at 26.1 µM; 650,000 compounds, 0.13% hits; in the data active = normalized activity above about 1.9%;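 also: purified mutant Fbw7 with reduced substrate affinity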
* hit, by the source's call; · = no result given; & = joins results of further samples.

SMILES	GPR151 ag	TEAD-YAP block	MITF primary	FBW7 act
COc1cc(C(=O)N=c2sc3cc(Br)ccc3n2C)cc(OC)c1OC	0.8	-4	-15	0.3
COc1cc(C(=O)N/N=C(\C)c2cccs2)cc(OC)c1OC	0.5	54*	0	-0.1
Cc1nn(-c2ccccc2)c(C)c1CC(=O)N1CCc2nncn2CC1	1.3	7	4	0.1
NNc1nc(Cc2ccccc2)nc2ccccc12	0.3	-5	6	0.2
CCN(CC)CCCNC(=O)c1ccc(Cn2c(=S)[nH]c3ccc(Br)cc3c2=O)cc1	0.6	-19	1	-0.1
Cc1ccc(S(=O)(=O)N(C)c2ccc(OCc3cc(=O)n4cc(C)ccc4n3)cc2)cc1	-0.6	1	-5	0.0
COc1ccc(-c2cc(-c3cccs3)nc3sc(C(=O)c4ccc(OC)c(OC)c4)c(N)c23)cc1	-0.3	-6	-2	0.0
Cc1nnc2c(N3CCN(C(=O)c4ccco4)CC3)nc3ccccc3n12	0.3	-1	17	-0.1
O=C(CN1CCCC1)OCCCC1CCCCC1	-0.2	3	7	0.1
O=C(Nc1ccccc1Cl)c1cc2ccccc2oc1=O	1.0	-34	0	0.0
CCCCCCn1c(N/N=C(/C)CC)nc2c1c(=O)[nH]c(=O)n2C	0.3	-4	-1	-0.1
CCc1nnc(NC(=O)CN2CCC(O)(c3cccnc3)CC2)s1	0.8	-4	-7	-0.1
C=CCNC(=O)CCCCCn1c(=S)[nH]c2ccccc2c1=O	-1.3	-8	8	0.1
COc1ccccc1CNc1ncnc2c1c(-c1ccccc1)cn2-c1ccc(Br)cc1	3.1	-11	-1	0.0
CCOc1cc([N+](=O)[O-])cc(/C=C2\SC(=S)N(CC)C2=O)c1O	-0.8	-5	-1	0.0
O=C(/C=C/c1ccc(S(=O)(=O)NCc2ccco2)cc1)Nc1ccc(F)c([N+](=O)[O-])c1	-1.6	2	-4	-0.2
Fc1ccc(-c2nn(CN3CCOCC3)c(=S)o2)cc1	0.6	0	8	0.4
Cn1c(=O)[nH]c(=O)c2c1nc(NN)n2CCO	0.1	-7	-4	0.0
COc1ccc(F)cc1S(=O)(=O)N1CCCC(C)C1 (configuration not stated)	-1.0	1	-7	-0.1
COc1ccc(NC2=C(n3nnc4ccccc43)C(=O)c3ccccc3C2=O)cc1	-0.6	59*	6	-0.2
O=C(NCCCO)c1cn2c(n1)sc1ccccc12	-2.4	-50	-4	-0.1
COc1ccc(-c2cnc3ccc(NCc4cc(OC)c(OC)c(OC)c4)nn23)cn1	-0.4	-20	16	0.1
CN1C(=O)/C(=C2/Sc3ccccc3N2C)SC1=Nc1ccc(O)cc1	6.4*	-21	9	-0.2
Cc1ccc(/C=C(/C#N)C(=O)Nc2ccc([N+](=O)[O-])cc2Cl)cc1	1.0	7	-18	0.1
O=C(Cc1cn(-c2ccc(Nc3ccncn3)nn2)c2ccccc12)NCCc1ccc(O)cc1	0.8	-6	12	-0.1
CCc1ccc(CN2CCN(Cc3cc(OC)c(O)c(OC)c3)CC2)cc1	-0.9	-5	66*	0.0
CCOc1ccccc1/C=c1\sc2nc(-c3ccccc3OC(C)=O)nn2c1=O	1.5	-3	7	0.0
CSc1nnc(-c2cccc(S(=O)(=O)N3CCCCC3)c2)n1C	2.0	2	-7	-0.2
CCCOc1ccc(/C=c2\sc3nc(-c4ccc(Br)cc4)nn3c2=O)cc1	-1.0	-5	26	-0.1
Cc1ccc(S(=O)(=O)N2CCCC2C(=O)Nc2ccc(Br)cc2)cc1 (configuration not stated)	0.3	-1	20	0.1

Shown with values under each structure: part of the list above
Each structure is followed by: GPR151 ag	TEAD-YAP block	MITF primary	FBW7 act
> O=C(/C=C/c1ccc(S(=O)(=O)NCc2ccco2)cc1)Nc1ccc(F)c([N+](=O)[O-])c1
    -1.6	2	-4	-0.2
> Fc1ccc(-c2nn(CN3CCOCC3)c(=S)o2)cc1
    0.6	0	8	0.4
> Cn1c(=O)[nH]c(=O)c2c1nc(NN)n2CCO
    0.1	-7	-4	0.0
> COc1ccc(F)cc1S(=O)(=O)N1CCCC(C)C1 (configuration not stated)
    -1.0	1	-7	-0.1
> COc1ccc(NC2=C(n3nnc4ccccc43)C(=O)c3ccccc3C2=O)cc1
    -0.6	59*	6	-0.2
> O=C(NCCCO)c1cn2c(n1)sc1ccccc12
    -2.4	-50	-4	-0.1
> COc1ccc(-c2cnc3ccc(NCc4cc(OC)c(OC)c(OC)c4)nn23)cn1
    -0.4	-20	16	0.1

The list goes on:
SMILES	GPR151 ag	TEAD-YAP block	MITF primary	FBW7 act
CC1CC(C)(C)NC(=S)N1CC(=O)NC(c1ccccc1)c1ccccc1 (configuration not stated)	-0.4	9	-2	0.1
CC(NC(=O)CN(C)S(=O)(=O)c1ccc(Br)cc1)c1ccccc1 (configuration not stated)	-1.8	-3	13	0.3
CCCc1cc(C(=O)OC)c(NC(=O)OCC)s1	-0.5	1	16	-0.1
O=C(NC(=S)NCCc1ccccc1)c1cccc([N+](=O)[O-])c1	-1.8	4	22	0.1
NC(=O)CNC(=O)c1cccc(-n2ccc3ccccc32)c1	-1.4	-11	-4	-0.1
COc1ccc(C2CC(=O)C3=C(C2)NC(C)=C(C(=O)OCCc2ccccc2)C3c2ccc(Cl)cc2Cl)cc1 (configuration not stated)	1.1	3	1	-0.2
COCCn1nnnc1C(c1cc2cccc(C)c2[nH]c1=O)N1CCc2ccccc2C1 (configuration not stated)	1.3	1	0	0.1
CN1C(=O)C(C)(C)c2cc(S(=O)(=O)N3CCN(c4cccc(Cl)c4)CC3)ccc21	3.3	3	-8	0.5
COc1ccc(CCNC(=O)NCC2(CO)CC2)cc1	-0.1	-7	4	-0.1
CCCCC[C@H](O)/C=C/[C@@H]1[C@@H](C/C=C\CCCC(=O)OC(C)C)[C@@H](O)C[C@H]1O	2.5	·	-13	·
O=C(Nc1ccon1)c1ccc(Cl)s1	1.1	-4	10	-0.4
CCOC(=O)C[n+]1c(C)sc2oc3ccc(OC)cc3c21	0.6	5	0	-0.7
CN(C)Cc1ccccc1-c1cnc(NCc2cccc(Cl)c2)c2nccn12	-0.3	0	8	-0.2
Nc1ccc2c(c1)-c1ccccc1S(=O)(=O)N2	-0.1	-8	21	0.5
COc1cc(Nc2nccc(NCCN3CCOCC3)n2)cc(OC)c1OC	0.9	-5	6	0.1

Exported with values under each structure: part of the list above.
Below each SMILES – GPR151 ag | TEAD-YAP block | MITF primary | FBW7 act
COc1ccc(C2CC(=O)C3=C(C2)NC(C)=C(C(=O)OCCc2ccccc2)C3c2ccc(Cl)cc2Cl)cc1 (configuration not stated)
    1.1 | 3 | 1 | -0.2
COCCn1nnnc1C(c1cc2cccc(C)c2[nH]c1=O)N1CCc2ccccc2C1 (configuration not stated)
    1.3 | 1 | 0 | 0.1
CN1C(=O)C(C)(C)c2cc(S(=O)(=O)N3CCN(c4cccc(Cl)c4)CC3)ccc21
    3.3 | 3 | -8 | 0.5

More records follow:
SMILES	GPR151 ag	TEAD-YAP block	MITF primary	FBW7 act
Cc1ccc(C2CC(C(F)(F)F)n3nc(C(=O)Nc4cccc(C(C)O)c4)cc3N2)cc1 (configuration not stated)	0.1	1	13	0.0
CC(C)CN1C(=O)C(=O)N(CC(=O)Nc2cccc3ccccc23)C1=O	0.7	-5	-2	0.0
O=Cc1cc([N+](=O)[O-])ccc1OCc1ccccc1Cl	1.4	-2	1	-0.2
O=C(Nc1cc(C(F)(F)F)ccc1Cl)c1cc2nc(-c3ccc(Cl)cc3)cc(C(F)(F)F)n2n1	-0.5	-7	-5	-0.1
Cc1ccc(-n2c(=S)sc3c(=O)n(-c4ccccc4)c(SCC(=O)Nc4nccs4)nc32)cc1C	1.7	-3	13	0.0
COc1cccc(C(=O)N2Cc3ccccc3-c3ccccc3C2=O)c1	0.1	8	-16	0.0
CC(=O)c1ccc(NC(=O)NNC(=O)C(C)Oc2cccc3ccccc23)cc1 (configuration not stated)	-1.0	9	14	0.2
Cc1c2c(ccc3ccccc32)s[n+]1CCCS(=O)(=O)O	1.5	-1	9	-0.1
CCOC(=O)C(CC(C)C)N(Cc1ccccc1F)S(=O)(=O)c1ccc([N+](=O)[O-])cc1 (configuration not stated)	0.0	7	17	-0.2
O=C(Oc1cccc(C(=S)N2CCOCC2)c1)c1ccc([N+](=O)[O-])cc1	0.7	11	7	0.0
OCCN(CCO)CC(O)Cn1c2ccc(Cl)cc2c2cc(Cl)ccc21 (configuration not stated)	0.5	-1	-9	0.0
CCOC(=O)CSc1nc(NC2CCCCC2)c2ccccc2n1	2.0	4	4	0.0
CC1=CCC(C(=O)NCc2ccccc2)C(c2ccc([N+](=O)[O-])cc2)C1 (configuration not stated)	1.0	-9	-5	-0.2
COC(=O)c1nnn(-c2nonc2N)c1CNCC(O)c1ccccc1 (configuration not stated)	-1.6	4	21	0.2
c1nc2c(NCCN3CCOCC3)nc(NCCN3CCOCC3)nc2n1C1CCCCC1	0.7	2	-14	-0.1
Cc1nc(N2CCC(C(N)=O)CC2)c2cc(-c3ccccc3)sc2n1	0.0	-10	-19	-0.1
O=C(c1ccc(Cl)cc1)N1CCN(c2ccc([N+](=O)[O-])c(Sc3cccc4cccnc34)c2)CC1	1.6	1	16	0.1
O=C(Oc1ccnc2cc(Cl)ccc12)N1CCCCC1	-1.3	-25	-9	-0.1
CSCCC1NC(=O)N(CC(=O)c2c(C)[nH]c3ccccc23)C1=O (configuration not stated)	0.2	1	2	-0.1
O=C(NCC1CCCO1)C1CCN(C2CCN(C/C=C/c3ccco3)CC2)CC1 (configuration not stated)	0.4	2	-3	-0.2
O=C(O)c1cc(-c2ccccc2)nc2c(Cl)cccc12	-0.5	6	-6	0.0
Cc1cc2c(cc1C)NC(c1ccc(Cl)c(F)c1)C1=C(CC(C)(C)CC1=O)N2 (configuration not stated)	1.2	4	13	0.2
O=C(Nc1ccc(Cl)c2ncsc12)c1cccs1	-1.5	-27	8	0.7
CCC(C(=O)NCc1ccccn1)n1c2ccccc2c2cn[nH]c(=O)c21 (configuration not stated)	-0.6	11	13	-0.2
COCCN1C(=O)C(O)=C(C(C)=O)C1c1ccc(Br)cc1 (configuration not stated)	2.2	3	2	-0.2
CSCCCNCc1c(C(=O)N2CCc3ccccc3C2)nc2ccc(Cl)cn12	-0.5	3	3	0.7
O=C(CSc1nc2ccccc2c(=O)[nH]1)NCc1ccccc1	-0.4	11	4	-0.2
CCC1S/C(=N\N=C\c2ccc3c(c2)OCO3)NC1=O (configuration not stated)	-1.1	2	19	0.8
Cn1ccnc1/C=C(\OC(=O)c1ccccc1)c1ccccc1	-0.3	-6	7	0.1
CCOc1ccc(CN2CCNC(=O)C2CC(=O)NCc2ccccn2)cc1 (configuration not stated)	-1.3	-19	5	-0.1
Clc1ccccc1CN1CCc2sccc2C1	-0.3&-1.5&3.1	-4&9	-5&2&2	-0.1&0.4&0.0
Cc1cccc(NC(=O)Cc2ccc3c(c2)OCO3)n1	-0.3	-30	-3	1.5
COCCCNC(=O)/C(C#N)=C/c1cc(C(C)(C)C)c(O)c(C(C)(C)C)c1	0.5	10	15	1.0

Molecules from the list above containing a cyano group, in the order listed:
SMILES	GPR151 ag	TEAD-YAP block	MITF primary	FBW7 act
Cc1ccc(/C=C(/C#N)C(=O)Nc2ccc([N+](=O)[O-])cc2Cl)cc1	1.0	7	-18	0.1
COCCCNC(=O)/C(C#N)=C/c1cc(C(C)(C)C)c(O)c(C(C)(C)C)c1	0.5	10	15	1.0

Screening data from PubChem.
